DDE Tn6 FP inh = DD(E)-Tn6 binding inhibition, primary FP screen | P02675 | Fibrin DD(E) TRITC-Tn6 fluorescence polarization displacement | inhibition, % at 8.3 µM | actives 0.21% (n = 370,000) | AID 720509;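 active = inhibition above a per-campaign cutoff: mean of compounds within control limits plus 3 SD, cut at about 15% in these data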;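 note: 0% = median of all compound wells on the plate and 100% = blocking peptide control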
DDE Tn7 FP inh = disrupts Tn7 cyclic peptide binding to fibrin D-Dimer-E complex; P02675; FP displacement of FITC-Tn7 peptide from fibrin DD(E); 0% = median of compound wells per plate; inhibition, % at 8.3 µM; actives 0.13% (n = 370,000);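 active = inhibition above the mean of compounds falling within the control limits plus 3 SD of them, cut at about 14% in these data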;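 note: 0% = plate median of compound wells and 100% = 10 µM Aha-Tn7 peptide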
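Assay system: human fibrin DD(E). Input: DD(E) 2 µM final. Medium: Tris buffer with calcium and detergent, pH 7.8. Compound dosing: single point at 8.3 µM. Timing: 10 min plus 3 h, room temperature. Technique: fluorescence polarization of the labelled Tn7 tracer. Read-out: percent inhibition. Replicates: singlicate testing.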
ASAP1 GAP inh = blocks human ASAP1-stimulated Arf1 GTP hydrolysis | Q9ULH1 | GDP FP detection | inhibition, % at 16.5 µM | actives 0.19% (n = 360,000) | AID 624377; in the data active = inhibition above about 25%;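 note: 0% = vehicle with enzyme and substrate and 100% = no enzyme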
Target sequence (Q9ULH1 325-724 limits assumed): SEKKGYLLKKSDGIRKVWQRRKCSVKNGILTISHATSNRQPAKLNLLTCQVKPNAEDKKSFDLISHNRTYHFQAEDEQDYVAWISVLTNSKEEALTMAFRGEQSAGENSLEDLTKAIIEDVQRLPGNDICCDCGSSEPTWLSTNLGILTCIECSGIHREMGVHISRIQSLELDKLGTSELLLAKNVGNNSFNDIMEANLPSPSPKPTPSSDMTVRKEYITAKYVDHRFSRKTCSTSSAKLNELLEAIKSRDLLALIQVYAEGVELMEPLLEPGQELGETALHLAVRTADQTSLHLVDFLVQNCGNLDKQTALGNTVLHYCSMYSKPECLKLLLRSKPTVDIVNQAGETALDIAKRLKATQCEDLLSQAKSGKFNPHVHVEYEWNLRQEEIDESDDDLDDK
NR1D1 modulator = modulates human Rev-erb alpha binding to DNA; P20393; AID 1259318; Rev-erbα–FITC-DNA binding, fluorescence polarization, 90 min; activity, % at 10 µM; actives 0.79% (n = 370,000);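 active = activity above about 14%, limit read from the data; passing the limit was not always enough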;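 note: 0% = DMSO wells with 35 nM protein and 100% = DMSO wells with 750 nM protein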
proKLK7 act = activates the human kallikrein-7 zymogen. P49862. purified proKLK7, EDANS-DABCYL substrate fluorescence; 100% is mature enzyme control, 0% vehicle. activation, % at 7 µM. actives 0.9% (n = 370,000). AID 652039;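 active = activation above the mean of all tested compounds plus 3 SD, computed per campaign excluding outliers beyond control limits, cut at about 13% in these data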
PLC-gamma1 inh = blocks human PLC-gamma1 enzyme activity | P19174 | purified PLC-gamma1, fluorogenic substrate, fluorescence | inhibition, % at 12.2 µM | actives 0.84% (n = 370,000) | AID 720700; in the data active = inhibition above about 9.5%
PLCb3 inh = blocks human PLC-beta3 enzyme activity; Purified PLC-beta3, fluorogenic substrate, fluorescence; AID 720704; Q01970; actives 0.18% (n = 370,000); inhibition, % at 12.2 µM; in the data active = inhibition above about 11%;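 note: 0% = median of compound wells on plate and 100% = full blocker control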
ARFGAP1 inhibitor = inhibitors of rat ARFGAP1; Arfgap1-stimulated ARF1 GTP hydrolysis, GDP FP detection; inhibition, % at 16.5 µM; Q62848; AID 651572; actives 0.26% (n = 360,000);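 active = inhibition above a per-plate limit, mean inhibition of low control wells plus 3 SD, cut at about 25% in these data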;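 note: 0% = DMSO wells with enzyme and 100% = wells lacking Arfgap1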
Target sequence (Q62848 1-136 limits assumed): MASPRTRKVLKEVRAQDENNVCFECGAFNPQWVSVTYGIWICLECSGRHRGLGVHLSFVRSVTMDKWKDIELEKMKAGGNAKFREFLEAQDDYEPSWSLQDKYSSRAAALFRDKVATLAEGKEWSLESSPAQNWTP
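Repeats: one replicate per compound; assay system: rat Arfgap1 catalytic domain, aa 1-136; times: enzyme reaction 120 min at 25 °C after 20 min preincubation; detection: FP of antibody-bound GDP Alexa 633 tracer, ex 620/em 688 nm; benchmarks: high control wells lacking Arfgap1, low control full reaction with DMSO; reagent: human ARF1(Δ1-17)-GTP substrate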
HGIII-sPLA2 inh = Blocks human group III sPLA2 activity; actives 0.56% (n = 370,000); inhibition, % at 12.2 µM; Q9NZ20; QFRET BODIPY PC-A2 liposome hydrolysis, fluorescence;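 active = inhibition above mean plus 3 SD of compounds lying within the high and low control bounds, cut at about 19% in these data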;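 note: 0% = median of test compound wells and 100% = no enzyme DMSO wells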
UHRF1 binding = human UHRF1 methylated DNA binding inhibitors | Q96T88 | UHRF1 binding to methylated oligo, TR-FRET | inhibition, % at 4.4 µM | actives 0.75% (n = 370,000); in the data active = inhibition above about 21%;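 note: UHRF1 SRA domain binding a hemimethylated CpG hairpin DNA probe; 0% = median of test compound wells and 100% = reference inhibitor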
* = called active by the depositor; x = no result given.

Screens by letter: A = DDE Tn6 FP inh; B = DDE Tn7 FP inh; C = ASAP1 GAP inh; D = NR1D1 modulator; E = proKLK7 act; F = PLC-gamma1 inh; G = PLCb3 inh; H = ARFGAP1 inhibitor; I = HGIII-sPLA2 inh; J = UHRF1 binding
structure: CCCn1c(=O)c2ccccc2n2c(SCCOc3ccc(C)cc3)nnc12
  A: 0.3 | B: -6.4 | C: 7.4 | D: -4.9 | E: 0.2 | F: 1.6 | G: -2.2 | H: -3.9 | I: 19.4* | J: 1.7
structure: C=CCN1C(=O)[C@@H](CC(=O)NCCCC)[C@]2(C(=O)OC)CCCCC=C12
  A: -3.4 | B: -4.7 | C: x | D: -0.5 | E: 0.2 | F: 2.4 | G: -1.7 | H: x | I: -1.8 | J: 1.2
structure: O=C(c1cnn2c(C(F)(F)F)cc(-c3ccccc3)nc12)N1CCOCC1
  A: -4.0 | B: -6.8 | C: 0.4 | D: -4.5 | E: 1.1 | F: -114.5 | G: -132.3 | H: 1.1 | I: 3.9 | J: 4.7
structure: COc1ccc2nc(Nc3nc(-c4cc5ccccc5oc4=O)cs3)sc2c1
  A: -2.3 | B: 3.8 | C: 6.3 | D: 3.0 | E: -0.6 | F: -10.2 | G: -19.7 | H: 13.4 | I: 16.9 | J: 1.1
structure: O=C1NC(c2ccc(-c3ccccc3[N+](=O)[O-])o2)C(C(=O)c2ccc(F)cc2)C(O)(C(F)(F)F)N1 (stereo not given)
  A: 5.7 | B: 4.3 | C: -2.2 | D: 3.4 | E: 0.5 | F: -11.1 | G: -9.3 | H: 17.6 | I: -4.2 | J: -1.0
structure: Cc1ccc2c(c1)C1C[N+](C)(CC(=O)c3ccccc3)CCC1N2C(=O)c1ccccc1Cl (stereo not given)
  A: 10.9 | B: 3.4 | C: -5.1 | D: 6.0 | E: -0.2 | F: -2.0 | G: 4.3 | H: 4.9 | I: -3.8 | J: -1.5
structure: O=C1CN(C(=O)/C=C/c2ccc(Cl)cc2)c2ccccc2N1
  A: -0.3 | B: -1.6 | C: -7.2 | D: -3.2 | E: -0.1 | F: -2.4 | G: -6.0 | H: -5.2 | I: -7.6 | J: -1.2
structure: O=C(COC(=O)c1cc(F)cc(F)c1)Nc1cccnc1Cl
  A: 3.5 | B: -6.7 | C: 7.0 | D: -1.8 | E: 0.5 | F: 1.9 | G: 0.2 | H: 3.2 | I: -0.9 | J: -0.2
structure: COc1ccc(NC(=O)CSc2nnc(-c3ccco3)c(-c3ccco3)n2)cc1OC
  A: -0.8 | B: 7.6 | C: 2.7 | D: 0.6 | E: 0.8 | F: -13.3 | G: -24.9 | H: 4.1 | I: -1.5 | J: -6.8
structure: N#CC1(NC(=O)COC(=O)Cc2n[nH]c(=O)c3ccccc23)CCCCC1
  A: 1.1 | B: 1.9 | C: 0.5 | D: 4.7 | E: -0.5 | F: 1.4 | G: -10.0 | H: 5.8 | I: 8.6 | J: 1.6

(next part)
Under each structure – DDE Tn6 FP inh | DDE Tn7 FP inh | ASAP1 GAP inh | NR1D1 modulator | proKLK7 act | PLC-gamma1 inh | PLCb3 inh | ARFGAP1 inhibitor | HGIII-sPLA2 inh | UHRF1 binding
CCC(C)c1ccc(NC(=O)C/C(C)=N/NC(=O)c2cnccn2)cc1 (stereo not given)
    4.3 | -10.3 | 3.2 | 2.3 | 0.0 | 3.2 | 4.8 | 4.6 | -4.0 | 0.7
COc1ccc(C)cc1S(=O)(=O)N(CC(=O)Nc1cccc([N+](=O)[O-])c1)c1ccc(C)c(C)c1
    3.2 | 1.4 | -7.0 | 1.2 | 0.2 | 4.0 | 3.4 | 2.7 | 8.1 | 1.0
CSc1ccccc1OCc1cc(C(=O)NC(C)Cc2cccc(C)n2)no1 (stereo not given)
    -5.7 | 0.0 | 6.7 | -3.7 | -1.0 | 0.2 | -9.1 | 11.5 | -13.8 | 1.3
CSc1ccc(C(=O)NCC(=O)O)cc1[N+](=O)[O-]
    -4.5 | 2.6 | -13.7 | -3.2 | -0.3 | 3.4 | 1.1 | 3.7 | 2.0 | 3.2
CC1(c2ccc(Cl)cc2)NC(=O)N(CC(=O)N2CCCC2)C1=O (stereo not given)
    5.3 | -3.3 | -8.1 | -5.7 | 0.2 | -0.7 | 2.2 | 4.6 | 1.9 | 2.1

Four structures from above, arranged by molecular weight, largest number first:
Under each structure – DDE Tn6 FP inh | DDE Tn7 FP inh | ASAP1 GAP inh | NR1D1 modulator | proKLK7 act | PLC-gamma1 inh | PLCb3 inh | ARFGAP1 inhibitor | HGIII-sPLA2 inh | UHRF1 binding
COc1ccc(C)cc1S(=O)(=O)N(CC(=O)Nc1cccc([N+](=O)[O-])c1)c1ccc(C)c(C)c1
    3.2 | 1.4 | -7.0 | 1.2 | 0.2 | 4.0 | 3.4 | 2.7 | 8.1 | 1.0
COc1ccc(NC(=O)CSc2nnc(-c3ccco3)c(-c3ccco3)n2)cc1OC
    -0.8 | 7.6 | 2.7 | 0.6 | 0.8 | -13.3 | -24.9 | 4.1 | -1.5 | -6.8
N#CC1(NC(=O)COC(=O)Cc2n[nH]c(=O)c3ccccc23)CCCCC1
    1.1 | 1.9 | 0.5 | 4.7 | -0.5 | 1.4 | -10.0 | 5.8 | 8.6 | 1.6
CCC(C)c1ccc(NC(=O)C/C(C)=N/NC(=O)c2cnccn2)cc1 (stereo not given)
    4.3 | -10.3 | 3.2 | 2.3 | 0.0 | 3.2 | 4.8 | 4.6 | -4.0 | 0.7

Screening data: PubChem, several laboratories
